Screening results deposited in PubChem by several laboratories.
AHR activator: activators of human aryl hydrocarbon receptor | AHR-responsive luciferase reporter cells, luminescence | activation, % at 5 µM | hit rate 2.5% among 320,000; in the data active = activation above about 47%;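 note: 0% = vehicle wells and 100% = reference agonist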
Target sequence (P35869 whole entry, looked up): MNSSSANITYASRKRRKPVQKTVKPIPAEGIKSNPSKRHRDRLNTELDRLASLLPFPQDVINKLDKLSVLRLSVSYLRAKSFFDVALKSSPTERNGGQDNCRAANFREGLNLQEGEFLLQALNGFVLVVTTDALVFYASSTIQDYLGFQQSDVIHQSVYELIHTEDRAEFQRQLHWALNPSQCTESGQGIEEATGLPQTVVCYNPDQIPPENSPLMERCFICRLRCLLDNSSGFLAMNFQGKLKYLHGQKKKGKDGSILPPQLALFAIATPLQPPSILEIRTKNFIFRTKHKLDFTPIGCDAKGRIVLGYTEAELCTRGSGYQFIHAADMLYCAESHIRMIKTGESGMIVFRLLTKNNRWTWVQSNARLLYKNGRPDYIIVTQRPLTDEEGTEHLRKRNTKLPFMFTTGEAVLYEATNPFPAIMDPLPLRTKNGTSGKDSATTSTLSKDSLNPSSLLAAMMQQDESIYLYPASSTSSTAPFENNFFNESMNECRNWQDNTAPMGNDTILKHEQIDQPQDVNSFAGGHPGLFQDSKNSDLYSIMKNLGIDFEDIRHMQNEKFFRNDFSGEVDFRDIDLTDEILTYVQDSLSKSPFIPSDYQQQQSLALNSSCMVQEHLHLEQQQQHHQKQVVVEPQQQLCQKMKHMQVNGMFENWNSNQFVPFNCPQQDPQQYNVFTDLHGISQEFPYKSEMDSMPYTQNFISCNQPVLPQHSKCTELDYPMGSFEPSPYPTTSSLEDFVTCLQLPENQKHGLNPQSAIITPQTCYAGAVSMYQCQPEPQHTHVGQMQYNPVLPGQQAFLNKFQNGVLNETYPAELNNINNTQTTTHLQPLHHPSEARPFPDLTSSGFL
Yeast superoxide: lowers age-related superoxide in aged yeast cells. S. cerevisiae aged cells, superoxide DHE fluorescence; stronger effect = lower value. AID 2690. superoxide response (% of plate mean), % at 10 µM. hit rate 0.18% among 330,000;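 active = superoxide response under a set limit, about three screen SD below normal, cut at about 65% in these data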;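 note: yeast aged for seven days with compound at 30 °C before DHE staining; 100% = average MFI of all compound-treated wells on the plate with controls excluded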
AGP1 TOR yeast: alters AGP1-GFP fluorescence in TOR pathway yeast screen; GFP response vs DMSO, % at 10 µM; S. cerevisiae AGP1-GFP multiplex flow cytometry, 3 h; GFP as percent of DMSO wells; hit rate 0.02% among 320,000;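 active = GFP response relative to DMSO above a set limit, near screen average plus 3 SD, cut at about 150% in these data; inconclusive = fewer than 70 cells counted for the yeast strain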;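 note: median GFP channel fluorescence of the gated AGP1 strain per well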
MEP2 TOR yeast: yeast TOR pathway MEP2-GFP modulation; hit rate 0.51% among 330,000; AID 2016; S. cerevisiae MEP2-GFP strain, flow cytometry GFP, 3 h; 100% = DMSO control level; GFP response vs DMSO, % at 10 µM;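 active = GFP response versus DMSO above a set limit, roughly screen mean plus 3 SD, cut at about 180% in these data; inconclusive = fewer than 70 cells counted for a yeast strain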;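 note: median GFP fluorescence of the barcode-gated MEP2-GFP cells per well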
RPL19A TOR yeast: modulators of TOR pathway RPL19A-GFP in S. cerevisiae | percent response vs DMSO, % at 10 µM | AID 2025 | S. cerevisiae RPL19A-GFP strain, flow cytometry, 3 h; stronger effect = lower value | hit rate 0.3% among 330,000;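 active = percent response vs DMSO below 50%; inconclusive = fewer than 70 events counted for the yeast strain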;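 note: median channel GFP fluorescence of the barcoded RPL19A-GFP strain; ratio of sample median GFP to plate DMSO average so 100% = DMSO; lower means less RPL19A-GFP as with rapamycin TOR inhibition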
Efflux pump inh: blocks antifungal efflux pumps in multiplex yeast assay. S. cerevisiae Candida pump triplex, Nile Red efflux. AID 485275. inhibition, % at 10 µM. hit rate 0.44% among 330,000;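 active = plate passing quality check with inhibition over a set limit, or well fluorescence over plate mean plus 4 SD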;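 note: Nile Red retained in pooled yeast measured as flow cytometry median fluorescence; 0% = buffer negative control and 100% = Enniatin B positive control; higher means more Nile Red kept so more efflux inhibition; some compounds called inactive have numbers as strong as hits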
LAP4 TOR yeast: yeast TOR pathway LAP4-GFP modulation; hit rate 0.34% among 320,000; S. cerevisiae LAP4-GFP multiplex, flow cytometry GFP, 3 h; median GFP as percent of DMSO wells; GFP response vs DMSO, % at 10 µM;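 active = GFP response vs DMSO above a set limit, about the screen mean plus 3 SD, cut at about 150% in these data; inconclusive = under 70 cell events counted for the yeast strain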
CIT2 TOR yeast: yeast TOR pathway CIT2-GFP modulation. hit rate 0.065% among 320,000. AID 2029. S. cerevisiae CIT2-GFP strain, flow cytometry, 3 h; 100 means same as DMSO wells. GFP response vs DMSO, % at 10 µM;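 active = GFP response relative to DMSO above a set limit, near the screen mean plus 3 SD, cut at about 150% in these data; inconclusive = Fewer than 70 cells measured for a yeast strain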;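 note: ratio of well median GFP fluorescence to mean of DMSO wells on the plate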
* hit, by the source's call; u = inconclusive; x = not tested or not shown. Rows were taken by chance (roughly 3.9% active in at least one column).

SMILES	AHR activator	Yeast superoxide	AGP1 TOR yeast	MEP2 TOR yeast	RPL19A TOR yeast	Efflux pump inh	LAP4 TOR yeast	CIT2 TOR yeast
COc1ccc(C2=NCCn3nc4cc([N+](=O)[O-])ccc4c32)cc1	6	106	95	100	106	-0.1	107	94
Cc1sc2nc(CN3CCN(S(=O)(=O)c4cccc5nonc45)CC3)[nH]c(=O)c2c1C	0	94	x	91	92	0.1	86	88
CC1CCC(NC(=O)CCC(=O)N2CC(C)Oc3ccccc32)CC1 (stereo not drawn)	4	105	99	99	97	0.2	100	93
CCOC(=O)C1=C(O)CSC1=Nc1cccc2ccccc12	6	99	93	96	97	0.0	94	92
Cc1ccccc1Nc1n[nH]c(C)c1[N+](=O)[O-]	80*	95	94	102	99	0.0	106	87
CC(C)CNS(=O)(=O)c1ccc(CCC(=O)N2CCCC2)cc1	-1	95	121	112	107	0.0	109	117
O=C(COC(=O)c1ccc(O)cc1O)NC12CC3CC(CC(C3)C1)C2	2	113	87	86	87	0.2	92	85
CCc1ccc2c(c1)C(c1ccc([N+](=O)[O-])cc1)=NNC(c1ccc(Br)cc1)=N2	3	82	112	112	94	0.0	130	104
COc1cc(C(=O)Oc2cccc(/C=N/NC(=O)c3cc(C)[nH]n3)c2)cc(OC)c1OC	5	97	96	126	92	0.1	106	117
CC(C)C(=O)Nc1ccc(Nc2ccccc2)cc1	-2	96	93	81	92	-0.1	98	82
Cc1cc(C(=O)COc2cccc3cccnc23)c(C)n1C	42	114	96	101	102	0.2	99	96
COCCCNC(=O)CN(c1ccc(OC)cc1)S(=O)(=O)c1ccc(NC(C)=O)cc1	0	106	105	108	103	0.1	101	99
CN(CC(=O)Nc1ccc(Cl)cc1)C(=O)CCc1nc2sc3c(c2c(=O)[nH]1)CCCC3	2	101	95	93	92	0.3	92	96
Cc1[nH]n(-c2ccccc2)c(=O)c1/C=N/c1ccccn1	10	109	89	96	96	0.2	99	92
COc1ccc(C(=O)N/C(=C\c2cn(S(=O)(=O)N(C)C)c3ccccc23)C(=O)NC(C)C)cc1	1	106	100	96	102	0.1	101	101
CC(C)C(=O)N1CCN(c2nc(-c3ccccc3)c3c(c2C#N)CC(C)(C)OC3)CC1	-3	92	108	103	99	-0.1	106	107
CSCCC(NC(=O)COc1ccccc1)C(=O)OCC(=O)c1cc2ccccc2o1 (stereo not drawn)	37	108	104	99	104	-0.2	101	96
O=C(CCN1C(=O)c2ccccc2S1(=O)=O)N1CCN(c2ccc(F)cc2)CC1	-2	110	97	89	92	0.1	96	79
COc1ccc(C(C)=O)cc1Cn1cnc2c(cnn2C)c1=O	-2	110	109	108	104	-0.1	106	102
COc1cccc(NC(=O)CSc2nc3ncc(Br)cc3[nH]2)c1	17	86	99	97	99	0.1	90	99
CCN(CC)CCn1c2c(c(SCC(=O)Nc3ccccc3Cl)nc1=O)CCCC2	-1	85	104	95	96	0.0	100	104
NNC(=O)c1cc2c(s1)CCCCCC2	15	104	106	89	95	0.1	105	94
COc1cccc2c1Oc1ncccc1N(C(=O)CCC(=O)NCc1ccc(C)cc1)C2	0	91	100	92	93	0.0	94	91
Cc1cc(C(=O)COC(=O)c2ccc(O)cc2)c(C)n1CC1COc2ccccc2O1 (stereo not drawn)	4	84	104	99	98	0.1	105	106
COc1cc(OC)c(C2C(C(=O)N3CCOCC3)=C(C)NC3=C2C(=O)CC(C)(C)C3)cc1OC (stereo not drawn)	-2	97	108	92	99	0.0	81	90
CCOc1ccc(C(=O)CCC(=O)Nc2cc(C)ccn2)cc1	0	107	107	101	100	-0.1	112	103
CCOc1ccc(-n2cnc3sc(C)c(C)c3c2=O)cc1	-6	107	96	104	102	0.0	103	96
Cc1cc(SCC(=O)NCCCN2CCCC2=O)nc2ccccc12	8	162	101	98	100	0.1	96	107
CC(=O)Nc1cc(C(F)(F)F)ccc1N1CCOCC1	-2	101	97	101	98	0.2	100	93
COc1ccccc1N1C(=O)C2C(C(=O)c3ccccc3)=NN(c3ccc(Br)cc3)C2C1=O (stereo not drawn)	11	104	99	107	101	0.2	102	91
CC1=NNC(=O)C1CC(=O)N/N=C/c1sccc1C (stereo not drawn)	4	121	100	106	103	0.2	106	95
COc1ccc(OC)c(NC(=O)c2ccc3c(c2)C(=O)N(CC2CCCO2)C3=O)c1 (stereo not drawn)	3	102	99	102	103	0.1	94	100
c1coc(CNc2c3c(nc4ncnn24)CCCC3)c1	1	86	103	101	95	-0.1	96	100
CCOC(=O)c1cc(NC(=O)Nc2ccccc2OC)c(C)nc1C	2	85	101	109	99	0.2	107	98
COc1ccc(C(=O)NCCN2CCN(C(=O)c3ccc(OC)c(OC)c3)CC2)cc1OC	-1	88	105	104	109	-0.1	108	109
c1cnc(N2CC[N+]3(CCCC3)CC2)nc1	1	97	120	99	104	0.1	95	95
CC1=C(C)CC2(SC1)C(=O)N(c1ccccc1)N=C2N (stereo not drawn)	39	123	100	100	94	0.0	105	100
Cc1c(NC(=O)c2ccc(Cl)c([N+](=O)[O-])c2)cccc1-n1cnnn1	-2	125	101	102	98	-0.1	92	110
COC(=O)COc1ccc2c(c1)O/C(=C\c1ccco1)C2=O	1	101	100	117	105	-0.1	101	99
COc1ccc(COC(=O)NC2CCN(S(=O)(=O)c3ccc(OC)cc3)CC2)cc1	-4	115	x	99	94	0.2	96	92
Cc1ccc(S(=O)(=O)NC(C)C(=O)Nc2ccc3c(c2)OCO3)cc1 (stereo not drawn)	6	132	109	98	102	-0.1	103	108
S=C(NCCNC(=S)Nc1ccccc1Cl)Nc1ccccc1Cl	0	82	98	106	99	-0.4	101	100
O=C1COc2ccc(S(=O)(=O)N3CCN(c4ccccc4F)CC3)cc2N1	-4	95	108	111	106	-0.1	94	122
Cc1cccc(N(CC(=O)N2CCN(C)CC2)S(=O)(=O)c2ccccc2)c1	1	101	104	102	96	0.0	102	103
COc1ccc(/C=C2\Sc3ccc(C(=O)N4CCOCC4)cc3N(C)C2=O)cc1	0	91	116	101	107	0.1	113	107
CC(=O)N(CCC(Cc1ccccc1)c1ccc2c(c1)OCO2)Cc1ccccc1F (stereo not drawn)	26	106	99	99	98	0.1	101	92
C/C(=N\Nc1cc(-c2ccccc2)nc(-c2ccc(Br)cc2)n1)c1cccc(N)c1	71*	110	108	108	103	0.1	110	102
O=C(Nc1ccc(F)cc1)C(c1ccccc1)N1CCN(S(=O)(=O)c2c(F)cccc2F)CC1 (stereo not drawn)	1	82	96	90	100	-0.2	96	101
COc1cccc(C2(O)CCN(C(=O)c3cccs3)CC2)c1	2	95	u	u	u	0.0	u	u
CCOC(=O)C1=CN2CCC[C@H]2CC1=O	-1	112	97	104	99	0.3	102	99
COc1cccc(CNC(=O)C2CCN(S(=O)(=O)c3ccc(-n4cnnn4)cc3)CC2)c1	2	89	101	99	99	0.0	93	106
O=C(Nc1ccccc1)c1cccc(S(=O)(=O)Nc2ccccn2)c1	3	105	99	104	103	0.1	93	100
COC(=O)c1cc(S(=O)(=O)NCC2CCN(Cc3ccc(F)cc3)CC2)cn1C	-1	102	101	96	98	-0.1	91	100
O=C(Nc1cnccn1)c1ccncc1	1	74	103	109	104	0.0	103	105
O=Nc1c(-c2cccc([N+](=O)[O-])c2)nc2ncccn12	-1	110	65	91	63	0.8	138	61
COc1ccc(C(=O)NCCOC(C)C)cc1OC1CCN(C(C)=O)CC1	0	97	105	112	106	-0.2	97	108
COc1ccc(NC(=O)c2c(C)noc2-c2snnc2C)cc1	8	90	101	92	95	0.1	115	95
CCC(C)Sc1nc2c(cnn2-c2ccc(C)c(C)c2)c(=O)[nH]1 (stereo not drawn)	1	114	98	100	102	0.4	107	105
CN(C)C(=O)c1nc2ccc(Cl)cn2c1CN1CCCC(OCc2cccnc2)C1 (stereo not drawn)	9	106	96	105	102	0.5	87	108
CCOCCn1c(CN(C)Cc2ccccc2)nc2c1c(=O)n(C)c(=O)n2C	1	95	108	97	105	0.1	107	106

5 compounds from above, ordered by the number in AHR activator, highest first.
smiles,AHR activator
CC(=O)N(CCC(Cc1ccccc1)c1ccc2c(c1)OCO2)Cc1ccccc1F (stereo not drawn),26
COc1ccc(OC)c(NC(=O)c2ccc3c(c2)C(=O)N(CC2CCCO2)C3=O)c1 (stereo not drawn),3
CCOC(=O)c1cc(NC(=O)Nc2ccccc2OC)c(C)nc1C,2
COc1ccc(C(=O)NCCOC(C)C)cc1OC1CCN(C(C)=O)CC1,0
CCOc1ccc(-n2cnc3sc(C)c(C)c3c2=O)cc1,-6

AHR activator, hit marks shown above.
Compound | AHR activator | AGP1 TOR yeast | MEP2 TOR yeast | RPL19A TOR yeast | Efflux pump inh | LAP4 TOR yeast | CIT2 TOR yeast
Cc1ccccc1Nc1n[nH]c(C)c1[N+](=O)[O-] | 80* | 94 | 102 | 99 | 0.0 | 106 | 87
C/C(=N\Nc1cc(-c2ccccc2)nc(-c2ccc(Br)cc2)n1)c1cccc(N)c1 | 71* | 108 | 108 | 103 | 0.1 | 110 | 102

Additional records follow:
SMILES	AHR activator	Yeast superoxide	AGP1 TOR yeast	MEP2 TOR yeast	RPL19A TOR yeast	Efflux pump inh	LAP4 TOR yeast	CIT2 TOR yeast
CCOc1ccc(/C=N/n2c(C)nc3ccccc3c2=O)cc1	3	87	93	105	111	0.3	95	84
CCC(C)(C)n1nnnc1C(c1ccc2ncccc2c1)N1CCN(Cc2ccc3c(c2)OCO3)CC1 (stereo not drawn)	1	131	101	104	104	0.1	100	90
COc1ccc(C(=O)Nc2nncs2)cc1S(=O)(=O)N1CCOCC1	6	100	105	105	107	-0.1	96	106
O=C(CN1C(=O)NC2(CCSC2)C1=O)N1CCN(c2ccc(F)cc2)CC1 (stereo not drawn)	1	109	99	100	102	0.4	101	96
CCN1CCN(c2cc(C)c3cc(NC(=O)c4cccs4)ccc3n2)CC1	1	96	106	99	98	0.0	111	92
CC1SCC(=NOCc2c(Cl)cccc2Cl)CS1 (stereo not drawn)	-4	113	109	103	103	0.0	122	104
COc1cc2ncnc(N[C@H](C)c3ccccc3)c2cc1OC	9	101	105	99	95	0.0	112	105
Cc1nc(N/N=C/c2ccc(O)cc2O)cc(N2CCOCC2)n1	-4	87	100	103	102	-0.3	95	99
Cn1c(=O)[nH]c(=O)c2c1nc(SCCCO)n2CCCc1ccccc1	3	101	115	112	109	-0.2	103	106
CC(=O)Oc1cccc(/C=C2\Sc3ccccc3C2=O)c1	13	97	117	98	98	0.0	126	112
Cc1ccc(Nc2nnc(SCC(=O)NC3CCS(=O)(=O)C3)s2)c(C)c1 (stereo not drawn)	6	114	101	103	108	0.0	98	101
O=C(OCC(=O)c1c[nH]c2ccccc12)c1cc2ccccc2cc1O	25	111	104	105	102	-0.4	98	101
CCN(Cc1ccccc1)S(=O)(=O)CCNC(=O)c1ccccc1	3	94	110	91	99	0.0	113	97

A run of entries taken from the entries so far, as a working copy:
SMILES	AHR activator	Yeast superoxide	AGP1 TOR yeast	MEP2 TOR yeast	RPL19A TOR yeast	Efflux pump inh	LAP4 TOR yeast	CIT2 TOR yeast
CCOc1ccc(/C=N/n2c(C)nc3ccccc3c2=O)cc1	3	87	93	105	111	0.3	95	84
CCC(C)(C)n1nnnc1C(c1ccc2ncccc2c1)N1CCN(Cc2ccc3c(c2)OCO3)CC1 (stereo not drawn)	1	131	101	104	104	0.1	100	90
